SENP7 inh – SENP7 protease inhibition; AID 434973; inhibition, % at 5 µM; 1.5% of 330,000 active; Q9BQF6; recombinant SENP7, Z-RLRGG-aminoluciferin luminescence, 40 min;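 active = inhibition above about 50% at the single test dose, limit read from the data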;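 also: plate controls were DMSO with enzyme for no effect and no enzyme buffer wells for full effect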
Target sequence (Q9BQF6 706-1050 limits assumed): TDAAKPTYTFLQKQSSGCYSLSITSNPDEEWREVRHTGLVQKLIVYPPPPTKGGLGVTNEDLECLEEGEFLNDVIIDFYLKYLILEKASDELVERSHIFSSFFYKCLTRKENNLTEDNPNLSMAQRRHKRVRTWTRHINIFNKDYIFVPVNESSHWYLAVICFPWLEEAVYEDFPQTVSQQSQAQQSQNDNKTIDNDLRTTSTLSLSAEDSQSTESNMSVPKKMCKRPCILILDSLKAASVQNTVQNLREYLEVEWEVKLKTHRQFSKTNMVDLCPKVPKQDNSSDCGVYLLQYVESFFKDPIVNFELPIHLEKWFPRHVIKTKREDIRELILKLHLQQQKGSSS
GRIN3A LBD mod – modulates the human NR3A ligand-binding domain. 2.5% of 340,000 active. AID 1259313. Tm shift relative to glycine control, % at 25 µM. NR3A LBD differential scanning fluorimetry, Tm shift; 0% = protein alone, 100% = glycine-bound protein;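 active = melting temperature shift of at least 10% of the positive control shift, at one fixed dose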
MPTP block – inhibitors of mitochondrial permeability transition pore; isolated mouse mitochondria, Ca2+ swelling absorbance, 30 min; inhibition, % at 10 µM; 1.4% of 360,000 active;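 active = inhibition of 50% or more, scaled per plate between neutral and stimulator controls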;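 also: 0% = DMSO wells given calcium and 100% = 1 mM EGTA wells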
SENP6 block – blocks the human protease SENP6; Q9GZR1; Recombinant SENP6 catalytic domain, aminoluciferin luminescence; 1.8% of 330,000 active; inhibition, % at 10 µM;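 active = inhibition above about 50% at the single tested dose, limit read from the data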;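 also: plate controls were DMSO wells with enzyme for no effect and DMSO wells lacking enzyme for full effect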
Target sequence (Q9GZR1 628-1112 limits assumed): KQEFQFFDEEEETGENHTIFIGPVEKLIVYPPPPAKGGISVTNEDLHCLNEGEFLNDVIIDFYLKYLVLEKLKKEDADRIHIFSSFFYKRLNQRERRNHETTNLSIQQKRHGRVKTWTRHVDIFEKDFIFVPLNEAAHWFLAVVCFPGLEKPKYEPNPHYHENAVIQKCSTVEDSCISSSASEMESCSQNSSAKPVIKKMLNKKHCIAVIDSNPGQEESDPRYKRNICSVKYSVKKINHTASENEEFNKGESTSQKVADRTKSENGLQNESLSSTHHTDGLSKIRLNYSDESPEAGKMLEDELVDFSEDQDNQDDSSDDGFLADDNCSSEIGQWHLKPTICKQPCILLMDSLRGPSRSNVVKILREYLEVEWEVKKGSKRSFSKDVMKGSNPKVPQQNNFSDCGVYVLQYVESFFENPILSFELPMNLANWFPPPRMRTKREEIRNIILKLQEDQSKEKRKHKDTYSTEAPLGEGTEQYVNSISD
SENP8 inh – blocks human SENP8 cleavage of Nedd8 substrate; Q96LD8; recombinant SENP8, Nedd8 substrate fluorescence; inhibition, % at 20 µM; 0.64% of 360,000 active; in the data active = inhibition mostly above about 40%, no sharp cut-off; inactive = mostly below about 27%
HKDC1 inhibitor – HKDC1 (human) hexokinase inhibition. Q2TB90. recombinant HKDC1, G6PDH/diaphorase resazurin coupled fluorescence. inhibition, % at 20 µM. 0.16% of 340,000 active;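 active = inhibition above about 35% when tested at 20 µM, limit read from the data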;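 also: plate controls were DMSO wells with enzyme for no effect and DMSO wells lacking enzyme for full effect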
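test system = in-house recombinant HK5 (HKDC1) enzyme | amount = HKDC1 at 5 µg/mL | control set = DMSO-enzyme wells negative, buffer-substituted wells positive | compound = one dose of 20 µM, 1% DMSO | schedule = reaction time 90 min, room temperature, protected from light | technique = resorufin fluorescence at 613 nm | reagent = glucose with 1 mM ATP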
ATG4B inh – inhibitors of human ATG4B cysteine protease. Q9Y4P1. ATG4B cleavage of LC3-PLA2, NBD-HPC fluorescence, 1 h. inhibition, % at 8.33 µM. 0.51% of 340,000 active. AID 504462; in the data active = inhibition above about 40%
PfGluPho inh – PfG6PD (Plasmodium falciparum) enzyme inhibition; PfGluPho enzyme, NADPH resazurin-diaphorase fluorescence; inhibition, % at 20 µM; 0.78% of 350,000 active; AID 504690;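 active = inhibition reaching at least a set limit at 20 µM in the primary screen, cut at about 59% in these data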;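 also: 0% = DMSO wells with substrate and 100% = DMSO wells lacking glucose-6-phosphate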
Numbers without * were called inactive; i = inactive; . = no result given.

SMILES | SENP7 inh | GRIN3A LBD mod | MPTP block | SENP6 block | SENP8 inh | HKDC1 inhibitor | ATG4B inh | PfGluPho inh
Cc1cccc(NC(=O)C2CCCN2S(=O)(=O)c2ccc3c(c2)n(C)c(=O)c(=O)n3C)c1 (configuration not stated) | -6 | 0 | -1.2 | 19 | -30 | 1 | -6 | -2
CCN(CC)c1ccc(C=Nc2cc(C)cc(C)c2)c(O)c1 | 4 | -3 | 3.5 | -1 | -5 | 0 | 3 | 32
Cc1ccc(NS(=O)(=O)c2ccc3c(c2)oc(=O)n3C)cc1C | -3 | 1 | 1.9 | -14 | 8 | -4 | 0 | -7
O=C(CCC(=O)OCC(=O)c1ccc(C(F)(F)F)cc1)OCC(=O)c1ccc(C(F)(F)F)cc1 | 9 | 1 | -0.6 | -11 | 21 | -21 | -6 | -6
COc1cccc2oc3cc(C#Cc4ccccn4)ccc3c(=O)c12 | 6 | -1 | . | 23 | . | 4 | -17 | 31
O=C1CSC2(N1)C1CC3CC(C1)CC2C3 (configuration not stated) | 0 | -2 | 1.1 | -2 | 8 | -8 | 3 | -24
O=C(Cc1n[nH]c(=O)c2ccccc12)NCc1ccccn1 | -4 | 1 | -0.6 | 1 | 24 | 0 | -7 | -11
O=C(CCN1C(=O)[C@H]2CC=CC[C@H]2C1=O)NCc1nc(-c2ccc(Cl)cc2)no1 | -5 | -1 | 0.6 | -6 | 2 | -7 | -2 | 3
C=CCn1c(CCC)nc2ccccc21 | 12 | 0 | -2.8 | -11 | 5 | -7 | 0 | 10
COCC(=O)Nc1ccc([N+](=O)[O-])cc1C | 11 | -1 | -0.2 | -16 | 12 | -7 | -1 | -8
CN(CC(=O)Nc1cccnc1Cl)S(=O)(=O)c1ccc(Cl)cc1 | -2 | 4 | -1.3 | 3 | 3 | -5 | -3 | 15
CC[C@@]1(C(=O)OC)N[C@H](CN(C)C(=O)NC(C)C)[C@@H]2C(=O)N(C)C(=O)[C@@H]21 | 4 | 2 | -0.1 | 3 | 12 | -7 | -11 | 3
CC(C)C(OC(=O)c1cc2c(s1)CCCCC2)C(=O)NC(N)=O (configuration not stated) | 4 | -3 | 1.7 | -2 | 10 | -12 | -6 | -7
O=C(COC(=O)C1CCC1)c1c[nH]c2ccccc12 | 9 | 0 | 1.0 | -4 | -36 | 0 | -6 | 26
Cc1cccnc1NC(=O)CNC(=O)c1ccccc1 | 1 | 2 | -0.6 | 5 | 1 | -2 | -3 | 6

A second format for part of the listing above.
smiles	SENP7 inh	GRIN3A LBD mod	MPTP block	SENP6 block	SENP8 inh	HKDC1 inhibitor	ATG4B inh	PfGluPho inh
CN(CC(=O)Nc1cccnc1Cl)S(=O)(=O)c1ccc(Cl)cc1	-2	4	-1.3	3	3	-5	-3	15
CC[C@@]1(C(=O)OC)N[C@H](CN(C)C(=O)NC(C)C)[C@@H]2C(=O)N(C)C(=O)[C@@H]21	4	2	-0.1	3	12	-7	-11	3

Three structures from above, ordered by length of the SMILES, high to low.
SMILES | SENP7 inh | GRIN3A LBD mod | MPTP block | SENP6 block | SENP8 inh | HKDC1 inhibitor | ATG4B inh | PfGluPho inh
Cc1ccc(NS(=O)(=O)c2ccc3c(c2)oc(=O)n3C)cc1C | -3 | 1 | 1.9 | -14 | 8 | -4 | 0 | -7
O=C(COC(=O)C1CCC1)c1c[nH]c2ccccc12 | 9 | 0 | 1.0 | -4 | -36 | 0 | -6 | 26
COCC(=O)Nc1ccc([N+](=O)[O-])cc1C | 11 | -1 | -0.2 | -16 | 12 | -7 | -1 | -8

Next part
SMILES | SENP7 inh | GRIN3A LBD mod | MPTP block | SENP6 block | SENP8 inh | HKDC1 inhibitor | ATG4B inh | PfGluPho inh
Cn1cccc1C(C#N)c1ncc(C(F)(F)F)cc1Cl (configuration not stated) | 0 | 1 | -1.6 | -10 | -44 | 5 | -1 | -14
CSCCC(NC(=O)c1ccccc1Cl)C(=O)NCC(c1ccc(F)cc1)N1CCOCC1 (configuration not stated) | . | 1 | -0.6 | . | 8 | -4 | -6 | 1
CC(C)COP(=O)(OCC(C)C)C(O)c1ccc(F)cc1 (configuration not stated) | 0 | -5 | 0.1 | -23 | 2 | -7 | 1 | 11
O=C(NC1CCCCCC1)c1c(O)c2ccccc2[nH]c1=O | 6 | 3 | -0.5 | 11 | 3 | -11 | -7 | -41
CCOc1cccc2cc(C(C)=O)oc12 | -14 | 0 | -1.2 | -25 | 0 | -3 | -5 | 17
CCOC(=O)NC(=O)C(=CNc1cccc(C)c1)C(=O)NC(=O)OCC | -2 | -1 | -0.3 | 8 | 8 | -13 | -5 | 0
Cn1c(Cc2ccc(Cl)cc2)nnc1SCC(=O)NC1CC1 | 5 | 2 | 0.2 | -2 | 2 | -1 | -2 | 16
O=C(C=Cc1ccco1)c1cc(Cl)ccc1O | . | 2 | -0.1 | . | 0 | 15 | 0 | 19
CCOc1cc(N2CCOCC2)c(OCC)cc1NC(=O)COC(=O)c1ccccc1C | -3 | 5 | 2.0 | -23 | 10 | 6 | -12 | 19
CCn1ccnc1CNC(=O)c1cc(COc2ccc(F)cc2F)on1 | -2 | 1 | -1.0 | 2 | 4 | 0 | -5 | -15
CC(CNC(=O)c1cccs1)c1ccc([N+](=O)[O-])cc1 (configuration not stated) | 9 | -1 | -4.5 | -12 | 1 | -8 | -2 | 1
COc1ccc(-c2nnc(SCC(N)=O)n2N)cc1 | -1 | -5 | -2.0 | 32 | 13 | -10 | 5 | -10
O=C(c1cccnc1)c1ncc(C(F)(F)F)cc1Cl | 1 | 5 | -0.8 | 5 | 12 | -6 | 6 | 2
O=S(=O)(NCCc1csc(-c2cccnc2)n1)c1ccc2c(c1)OCCO2 | 1 | -2 | 0.5 | -6 | 1 | -3 | -17 | -4
CN(CC(=O)Nc1ccc(F)cc1)C(=O)CSc1ccc2c(c1)OCCO2 | 12 | 0 | -1.8 | 15 | 9 | -1 | 0 | 16
CCC(CC)c1nnc(NC(=O)Oc2ccccc2)s1 | 5 | -5 | -1.0 | -7 | 1 | 8 | 10 | -18
CCCCCCc1cc2cc(S(=O)(=O)c3ccc(C)cc3)c(=O)oc2cc1O | 11 | 27* | 99* | 3 | -419 | 0 | -1 | -3
NC(=O)c1ccccc1NC(=O)CCCN1C(=O)CCC1=O | -5 | 0 | 3.8 | -13 | 29 | 2 | 2 | 0
O=C(NCc1ccco1)c1nc2c(nnn2Cc2cccc(Cl)c2)c(=O)[nH]1 | -3 | 1 | -0.8 | -18 | 24 | -3 | -3 | -18
O=C(O)CCCC(=O)NNc1ncnc2ccccc12 | 11 | -3 | 0.1 | -11 | -26 | -5 | 4 | -19
CC(C)OC(=O)CC(=O)CSc1nc2c(cc1C#N)CCCC2 | 4 | -4 | 0.2 | 1 | i | 4 | -11 | 10
C/C(=N\NC(=O)c1ccccc1C)c1cccc([N+](=O)[O-])c1 | 15 | -3 | -1.1 | 16 | 9 | -2 | -6 | 23
Cc1ccc(CNC(=O)Cn2ncn3cccc3c2=O)cc1 | -16 | 0 | -1.1 | 0 | -1 | -1 | -1 | -10
COc1ccc(C)cc1N(CC(=O)Nc1cccc(N(C)S(C)(=O)=O)c1)S(C)(=O)=O | 2 | 0 | -0.9 | -14 | 16 | -12 | -2 | 18
Nc1nc2c(nc(Br)n2[C@@H]2O[C@@H]3COP(=O)(O)O[C@H]3[C@H]2O)c(=O)[nH]1 | -8 | -3 | -1.3 | -4 | 16 | -2 | -3 | -2
Nc1nn2c(C(F)(F)F)cc(=O)[nH]c2c1N=Nc1cccc(F)c1 | -4 | 21* | 1.4 | 3 | 26 | -4 | 13 | 12
O=C(O)/C(=C\c1ccc(Br)cc1)c1ccc(S(=O)(=O)N2CCCCC2)s1 | 13 | -7 | 6.3 | 11 | -18 | -2 | -8 | 11
Cc1c(C(=O)N(Cc2nnc(-c3ccccc3Cl)o2)C2CC2)oc2ccccc12 | 2 | -4 | 0.1 | 9 | -10 | -2 | -1 | -3
COc1ccc(F)cc1C(=O)C1CCCN(C(=O)c2cccc(N(C)C)c2)C1 (configuration not stated) | 0 | 1 | 4.3 | -6 | 4 | -4 | 8 | -6
CC(C(=O)Nc1ccccc1)N(C)Cc1cccs1 (configuration not stated) | 5 | -2 | -0.1 | 0 | 13 | -8 | -3 | 8
CCOc1ccc(NC(=O)c2nnn(CC(=O)Nc3ccccc3OC)c2N)cc1 | -10 | -1 | 1.0 | -6 | 16 | -2 | -19 | 6
COc1ccccc1NC(=O)CSc1nnc(COc2ccccc2OC)n1C | -12 | 1 | 0.1 | -17 | 13 | -2 | 1 | -15
O=C(NC12CC3CC(CC(C3)C1)C2)N1CCN(C2CCCCC2)CC1 | 8 | -1 | -0.1 | 9 | -4 | -11 | 0 | 4
Cn1c(=O)c(C(=O)NNC(=O)c2ccccc2Cl)c(O)c2ccccc21 | 11 | -2 | 1.5 | 0 | -5 | 1 | -5 | -3
C=CCN(CC=C)Cc1cc(=O)n2c(-c3ccccc3)csc2n1 | 2 | -1 | 1.0 | -4 | -32 | 3 | -12 | 4
CCCNC(=O)NNC(=O)c1cc(-c2ccc3c(c2)OCO3)nc2ccccc12 | -2 | -1 | 0.5 | -10 | -448 | -2 | 6 | -5
CC(OC(=O)Cc1ccsc1)C(=O)Nc1ccc(C(N)=O)cc1 (configuration not stated) | 11 | 1 | 0.9 | 10 | -11 | -3 | 0 | -2
O=C(c1ccco1)N1CCN(C2CCCC2)CC1 | -3 | -1 | -1.6 | 12 | 33 | -8 | 2 | 16
C/C(=N\NC(=O)C1COc2ccccc2O1)c1cccs1 (configuration not stated) | -1 | 1 | 1.5 | -9 | 10 | -11 | -6 | 9
C/C(=N\N1CCN(Cc2ccc(Cl)cc2)CC1)c1ccc(F)cc1 | -12 | 3 | 0.6 | -4 | -2 | -4 | -13 | 5
CCOc1ccc(NC(=O)OCCN2CCN(CCc3ccccc3)C(C)C2)cc1 (configuration not stated) | . | 0 | 1.0 | . | 4 | -7 | -3 | -7
CCN(CC)c1ccc(C=NNc2ccc([N+](=O)[O-])cn2)cc1 | . | -5 | 8.2 | . | 37 | -5 | 0 | 14
COc1ccc(S(=O)(=O)N2CCOC2CNC(=O)C(=O)NCC(C)C)cc1OC (configuration not stated) | -1 | 0 | 1.0 | -3 | 14 | -6 | 5 | 0
COc1cc(SC)ccc1C(=O)NCCOc1c(C)cc(C)cc1C | -2 | 3 | -1.2 | 1 | 1 | -6 | 11 | 11
O=[N+]([O-])c1ccc2nc(-c3ccc(OC(F)F)cc3)cn2c1 | 33 | -1 | 0.9 | 3 | -8 | -7 | 1 | 58

Fetched by compound from the entries so far, 2 records:
SMILES | SENP7 inh | GRIN3A LBD mod | MPTP block | SENP6 block | SENP8 inh | HKDC1 inhibitor | ATG4B inh | PfGluPho inh
CC(C(=O)Nc1ccccc1)N(C)Cc1cccs1 (configuration not stated) | 5 | -2 | -0.1 | 0 | 13 | -8 | -3 | 8
O=C(COC(=O)C1CCC1)c1c[nH]c2ccccc12 | 9 | 0 | 1.0 | -4 | -36 | 0 | -6 | 26

Outcome played no part in choosing rows. Share with any hit: about 6.9%.
